AI-2 QS mod – Vibrio harveyi AI-2 quorum sensing modulators, primary screen, JMH597 strain, luminescence/OD600 ratio; Vibrio harveyi JMH597 AI-2 luminescence/OD600 ratio, 9 h; hits give low values; strain lacks LuxN and CqsS sensors; 0 = neutral-control median; activity change, % at 7.5 µM; 0.4% of 300,000 active; AID 2094, 2009; in the data active means activity change below about -75%, passing the limit was not always enough;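 further: luminescence divided by OD600 gain over 9 h not by final OD600 alone; inactives centre near 13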
Platelet DG rel – inhibitors of platelet dense granule secretion, primary screen, cell-based, MLPCN, human platelets; human platelet-rich plasma, SFLLRN dense granule ATP release, luminescence; inhibition, %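 (compounds screened at 7.5 µM in platelet-rich plasma)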; 0.22% of 300,000 active; AID 1663, 2009;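 active means mean replicate score, as percent of positive control, at or above 50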
HSF1 inhib – HSF1 inhibitors in luciferase reporter cells, primary screen, cell-based, NIH3T3, luminescence; NIH3T3-HGL HSE-luciferase, MG132-induced, luminescence 8 h; hits give low values; activity change, negative = inhibition, % at 7.5 µM (by protocol); 0.77% of 300,000 active;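 active means more than half of replicate wells show activity change below -50%, luminescence cut by over half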;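 further: luciferase reports HSF-1 transcriptional activity via heat shock element; 0% = median of DMSO wells and -100% = zero luminescence signal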
SKKanGAS inh – S. pyogenes SKKanGAS growth inhibitors in kanamycin, primary screen, streptokinase expression inhibitor project, SKKanGAS strain, BacTiter-Glo luminescence | 6 h | inhibition, % at 7.5 µM | 1.3% of 300,000 active | AID 1662, 2009;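 active means mean replicate score, as percent of positive control median, at least 50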;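 further: strain carries kanamycin resistance gene driven by streptokinase promoter and grows in 40 µg/ml kanamycin; loss of luminescence reflects streptokinase promoter inhibition or plain growth inhibition; 0% = median of DMSO wells and 100% = positive control at its reference dose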
aSyn 5UTR inh – MLPCN primary screen, SNCA 5' untranslated region; alpha-synuclein 5'UTR reporter, inhibitor activity; inhibition, % (tested at 7.5 µM); 0.82% of 300,000 active; in the data active means inhibition above about 60%;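 further: H4 neuroglioblastoma cells stably carrying SNCA 5'UTR luciferase fusion; 0% = DMSO wells and 100% = positive control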
IEC-6 tox – cytotoxicity in IEC-6 intestinal epithelial cells, primary screen, cytotoxicity control for KLF5 inhibitor project, cell-based, luminescence. 0.78% of 290,000 active. IEC-6 cytotoxicity, luminescence viability. inhibition, % at 5 µM. AID 1825, 2009; in the data active means inhibition above about 22%;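 further: 0% = plate median of test compound wells and 100% = cytotoxic reference compound wells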
HSF-1 act – HSF-1 activators, primary screen, NIH3T3-HGL cells, MG132 stress, luminescence, single point; NIH3T3-HGL HSF-1 luciferase reporter, 8 h; 100% = twice DMSO control signal; activation, % at 9 µM; 1.7% of 300,000 active;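 active means mean replicate activation of at least 50% with a set share of replicates each reaching 50%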;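 further: 0% = median of the neutral control wells and 100% = twice that signal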
HIF act – HIF pathway transcriptional activators, primary screen, cell-based, U2OS HRE-luciferase, luminescence; U2OS HRE-luciferase reporter; normalized: DMSO 0%, desferrioxamine 100%; 0.32% of 300,000 active; AID 1910, 2009; activation, % at 7.5 µM (by protocol);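 active means mean activation of at least 10% of the iron chelator positive control signal, with at least half of replicates also reaching 10%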
KLF5 inhibitor – KLF5 expression inhibitors, primary screen, DLD-1 cells, luminescence. DLD-1 KLF5 promoter-luciferase reporter. inhibition, % at 5 µM. 0.23% of 290,000 active;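 active means inhibition above a per-plate limit of that plate's mean compound inhibition plus 3 SD, cut at about 60% in these data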;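 further: 0% = DMSO wells and 100% = LY294002 at 200 µM; higher means less KLF5 promoter-driven luciferase light; inactives centre near -14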
HSP90 refold inh – HSP90 inhibitors, primary screen, cell lysate, luminescence; Heat shock protein HSP 90 (rabbit reticulocyte lysate; luciferase refolding); AID 1789, 2009; Rabbit reticulocyte lysate, luciferase refolding luminescence, 3 h; 0.91% of 290,000 active; inhibition, % at 5.6 µM;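 active means inhibition above the screen-wide mean plus 3 SD, computed separately per campaign, cut at about 16% in these data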;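 further: 0% = DMSO wells and 100% = 60 µM geldanamycin wells; inhibitors lower the luminescence because luciferase stays unfolded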
The depositor's hits bear a star; nt = not tested or not shown.

compound	AI-2 QS mod	Platelet DG rel	HSF1 inhib	SKKanGAS inh	aSyn 5UTR inh	IEC-6 tox	HSF-1 act	HIF act	KLF5 inhibitor	HSP90 refold inh
CCNC(=O)CC1C(=O)N(CC)C(=S)N1NC(=O)c1ccc(Cl)cc1 (configuration not stated)	12.5	-1.0	1.5	1.3	14.9	-5.0	-2.6	-0.4	-7.0	-3.1
Cc1ccc(SCCOCCN2CCc3ccccc3C2)cc1	9.3	3.2	-1.6	-2.2	-4.3	1.4	4.0	-0.1	-7.7	-4.9
COc1ccc(C(=O)/C=C/c2ccc(OC3CSC3)cc2)cc1	12.0	16.9	5.4	-5.9	-0.2	-4.7	6.8	0.2	-1.7	1.1
O=C(COC(=O)c1cc(Br)ccc1O)NNC(=O)c1ccc(Cl)cc1	20.6	-3.6	8.0	-5.0	-1.8	nt	18.8	1.7	nt	nt
O=C1CCCN2N=C(SCC(=O)Nc3ccccc3C(F)(F)F)SC2=N1	9.3	-14.4	4.4	0.8	-31.4	-4.2	19.2	0.4	-22.0	-3.6
CC(=O)c1cccc(S(=O)(=O)N(CCCO)Cc2cc3ccc(C)cc3[nH]c2=O)c1	7.8	-3.8	-5.4	-0.1	-7.4	-2.4	-1.6	0.3	-5.5	-2.9
c1cncc(CNCc2ccco2)c1	19.4	-3.4	-7.4	4.7	-1.6	1.3	-5.0	-1.9	6.4	2.8
COC(=O)CCC(=O)NC(=S)Nc1sc(C)c(C)c1C(N)=O	38.8	-1.7	-14.5	-6.7	89.5*	40.5*	-0.1	0.3	57.9	2.2
COc1ccc(C(=O)NCc2nnc(SCC(=O)N3CCc4ccccc43)n2C2CCCCC2)cc1	11.8	-2.7	14.8	-4.9	17.1	-2.0	29.7	0.0	-23.2	0.5
CC1CCCC(C)N1C(=O)COC(=O)c1ccc[nH]c1=O (configuration not stated)	23.2	2.2	1.6	1.7	21.9	2.3	-0.6	-0.5	-29.1	1.4
O=C1CSC(c2ccc([N+](=O)[O-])cc2)N1C1CCCCC1 (configuration not stated)	-3.3	-0.5	-0.5	-3.7	3.5	-1.9	21.8	0.0	-17.8	-1.3
COc1ccc(C(CC(=O)O)NC(=O)Nc2ccccc2)cc1OC (configuration not stated)	11.0	1.5	-3.4	-4.5	-10.6	-0.8	10.5	0.2	-23.7	-0.5
Cc1oc(C)c2c(=O)ccc3c(c12)OC(N)=C(C#N)C3c1ccccc1Cl (configuration not stated)	17.6	nt	nt	17.1	nt	1.2	nt	nt	-6.3	-1.8
Cc1ccccc1Nc1nc(N)nc(CSc2nnc(C)n2C)n1	8.0	-0.8	-1.4	-3.6	-4.1	-7.7	6.2	-0.1	-20.5	1.4
CCN(CC)CCNC(=S)Nc1ccc2nc(N3CCN(CC)CC3)cc(C)c2c1	14.8	1.2	-1.9	-2.6	-16.5	4.5	-3.0	0.9	-11.7	-2.5
Cc1ccccc1N(C(=O)c1cccs1)c1nc2ccccc2s1	19.9	2.2	8.9	14.3	-22.9	1.5	28.5	1.6	-26.5	-1.3
Cc1cc(/C=C(\C#N)C(=O)NCc2cccs2)c(C)n1-c1ccccc1F	17.0	3.6	11.9	20.8	-239.6	-6.5	9.2	3.6	-19.9	0.2
Cc1cc([N+](=O)[O-])c(C(C)(C)C)cc1N	-9.3	9.1	-8.9	-2.0	-6.6	0.6	-15.7	0.0	5.4	-4.0
Cc1ccc2oc(C(=O)N3CCN(Cc4ncccc4C)CC3)c(C)c2c1	6.1	-19.3	1.1	12.9	-18.2	1.5	-2.7	0.5	-22.9	4.8
O=C(/C=C/c1ccc(Cl)cc1)Nc1ccc(Br)cn1	12.9	-0.3	0.0	-1.2	-62.5	2.2	6.8	0.7	-12.2	-2.9
Cc1ccnc(SCC(=O)NC2CC2)n1	1.3	23.8	-3.9	4.9	2.1	-2.0	-12.8	0.3	5.3	1.0
CCOC(=O)C1CCN(C(=O)c2ccc(OCC(=O)Nc3cccc(C(F)(F)F)c3)c(OC)c2)CC1	15.0	0.6	3.5	5.2	12.7	nt	1.6	0.8	nt	nt
O=C(Nc1ccc(C(=O)N2CCCc3ccccc32)cc1)c1cccs1	nt	-2.3	-0.3	-0.2	7.1	-9.4	2.7	-0.5	-23.0	0.7
CC(=O)/C(=C/N(C)C)Sc1ccc(C)cc1	24.1	-1.9	-14.9	6.9	-18.1	2.9	-8.2	-0.3	-21.1	2.8
CCC(C(=O)NC1CCCC1)N(C(=O)Cn1nnc(-c2ccc(OC)c(OC)c2)n1)C1CCCCC1 (configuration not stated)	30.8	2.6	1.5	5.4	22.0	-1.6	3.9	0.1	-5.4	-0.7
COc1ccc(CCNC(=O)c2cc(-c3ccc4c(c3)OCO4)on2)cc1OC	25.1	10.4	2.9	-10.2	24.4	-0.9	3.0	0.0	-15.6	1.1
CC(C)Sc1nc2c(cnn2-c2ccc(Cl)cc2)c(=O)[nH]1	22.4	-1.1	-4.4	-1.8	13.0	2.5	-2.0	0.1	-28.1	0.3
CC1CCCCC1NC(=O)c1ccc(CSc2nc3ccncc3[nH]2)cc1 (configuration not stated)	2.3	6.0	6.2	-1.9	-1.6	2.2	25.8	0.0	-26.0	1.2
Clc1cccc(OCCCCCN2CCOCC2)c1	19.1	-1.4	0.7	-2.8	-15.8	0.2	0.1	-0.2	-38.5	-3.5
NC(=O)COC(=O)c1sc2ccccc2c1Cl	19.9	-1.0	0.3	-2.3	2.2	-4.0	13.6	-1.3	0.5	3.6
C/C=C(/C)C(=O)Nc1cccc(C2=NOC3(C2)C[C@@H](C(N)=O)N(C(=O)[C@H]2CCC(=O)N2)C3)c1 (some centres not stated)	-11.7	-11.3	3.7	9.7	11.2	nt	-5.6	-4.6	nt	nt
O=C(O)c1c(NC(=O)N(CCO)Cc2ccccc2)sc2c1CCCC2	-0.6	-3.3	-1.8	5.1	6.4	-6.5	4.4	0.8	-44.7	-5.2
CCOC(=O)c1c(S(=O)(=O)N2CCCC(C(=O)Nc3ccc(C)cn3)C2)c(C)n(C)c1C (configuration not stated)	-0.7	-8.9	0.6	-13.1	1.6	-0.9	13.3	-0.1	-9.2	4.5
COc1ccc(S(=O)(=O)N2CCCCC2)cc1NC(=O)c1ccc([N+](=O)[O-])o1	23.9	5.1	-0.9	11.0	-29.1	-5.2	5.8	2.5	-24.6	-0.2
CCNc1nc(NCC)n2c(SCC(=O)O)nnc2n1	22.8	-1.3	-2.2	-3.4	-4.1	-2.4	-11.2	0.3	-22.4	-2.1
COc1cccc(CC(=O)N2CCCC(CCC(=O)N3CCN(c4ccccn4)CC3)C2)c1 (configuration not stated)	21.3	-2.1	0.8	-1.5	-20.1	-0.9	-5.9	-0.2	1.6	2.2
CCOC(=O)Cc1c(C)nc2c(-c3ccccc3)cnn2c1C	9.0	12.9	24.7	-3.5	-70.3	3.9	35.5	1.4	-37.9	3.6
S=C(NC1CC1)N1CCc2ccccc2C1	7.2	-0.9	-4.5	0.8	-7.9	5.2	6.3	0.7	-31.4	4.2
S=c1[nH]nc(-c2ccco2)n1/N=C/c1ccccc1	23.0	0.0	-4.6	-2.0	17.0	3.8	10.0	-0.2	10.9	1.3
CCN(CC)CCCN(C(=O)c1ccccc1F)c1nc(-c2ccc(OC)cc2)cs1	14.3	15.2	3.5	12.3	-7.9	-2.8	26.5	-0.3	-27.3	3.6
NC(=S)NC1CC2C=CC1C2 (configuration not stated)	17.1	-8.4	5.4	2.6	-10.2	1.1	5.3	0.0	-27.1	-2.0
COC(=O)C1CN(C(=O)COc2ccccc2C)c2ccccc2O1 (configuration not stated)	4.8	-1.1	-0.5	9.8	3.2	-0.6	3.5	-20.3	-29.2	-5.0
CCN(CC)c1ccc(NC(=O)CN2CCN(c3ccc(F)cc3)CC2)cc1	-0.9	-4.3	-3.5	10.8	-8.4	1.2	-21.0	0.3	3.9	-2.4
CCOc1ccccc1C(=O)N1c2ccccc2Sc2ccccc21	5.0	-10.0	-2.2	-11.2	14.8	4.0	6.6	-0.5	-12.2	1.3
O=C(CSc1ccccc1C(=O)O)NCc1ccc(Cl)cc1	13.3	39.2	7.9	-1.3	24.2	-9.6	17.0	0.7	-8.8	-4.5
Cn1c(CNC(=O)CCNC(=O)c2ccccc2)cc(=O)n(C)c1=O	50.7	-5.0	2.3	-6.8	16.0	-0.8	-7.0	-0.6	-7.8	-1.5
CCN1CCN(CCOc2ccc(Br)cc2C)CC1	13.4	-6.5	-1.1	5.1	10.4	-5.2	5.5	-0.5	-40.1	-0.6
O=C(NCc1ccccc1Br)c1ccco1	13.1	7.8	1.0	4.6	4.0	-3.3	0.8	0.3	-5.5	0.5

Sorted by value in HSF-1 act (lowest first): 3 of the compounds above.
SMILES,HSF-1 act
CCN(CC)c1ccc(NC(=O)CN2CCN(c3ccc(F)cc3)CC2)cc1,-21.0
O=C(NCc1ccccc1Br)c1ccco1,0.8
CCOc1ccccc1C(=O)N1c2ccccc2Sc2ccccc21,6.6

Assay outcomes from PubChem.
